KCNH2 3.1 block: inhibitors of human KCNH2 3.1 potassium channel isoform; U2OS KCNH2 3.1, thallium flux FluxOr; hits give low values; AID 720553; hit rate 0.95% among 340,000; activity change, % (tested at about 1.8 µM);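 active means maximum activity change below -70%; inconclusive means maximum activity change from -70% to -50%; inactive means maximum activity change above -50%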;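 further: thallium influx rate constant from kinetic fluorescence after stimulation buffer; on the % scale 0 is the no-effect control and ±100 the full control effect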
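Steps: virus added to U2OS suspension (4 h, RT, dark); medium with 10% FBS added, cells plated, 37 C overnight; FluxOr/Red40 loading buffer 45 min RT; stimulation buffer, 2 min kinetic read; rate constant normalized.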
Rab9 prom act: activators of Rab9 promoter; hit rate 2.8% among 320,000; Huh7 Rab9 promoter-luciferase reporter, luminescence, 24 h; Potency, µM (top dose mostly 9.22 µM), without a hit: at the highest dose activation, negative = inhibition, usual class: activators; further: potency means the concentration at half of the fitted maximal effect; % of control where 0% means no effect; nearly all actives have a fitted effect of over 60% in size
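Quantitative HTS format; Huh7 Rab9-luciferase reporter cells (1500/well) receive compound 2 h post-plating, incubate 24 h at 37 °C, then get luciferase reagent for 10 min before luminescence reading.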
Menin-MLL TR inh: displaces Texas Red mutant MLL peptide from human menin. hit rate 0.23% among 270,000. AID 1768. Potency, µM (highest dose often 61.6 µM), for the others: at the highest dose FP activity change, negative = inhibition, actives largely listed as inhibitors. Menin + Texas Red MLL mutant peptide, fluorescence polarization. O00255; active means well fitted inhibition curve with a large enough effect in the polarisation, with a control signal flat, not every such curve was filed as active; inconclusive means small, poorly fitted or top-dose-only effect, or effect the other way, or a change in a side signal; inactive means no such curve, though single readings can be large or run the other way; the % refers to the polarisation; further: potency means the concentration at half of the fitted maximal effect; % of control where 0% means no effect; many of its hits are not listed in these tables
Target sequence (O00255 whole entry, looked up): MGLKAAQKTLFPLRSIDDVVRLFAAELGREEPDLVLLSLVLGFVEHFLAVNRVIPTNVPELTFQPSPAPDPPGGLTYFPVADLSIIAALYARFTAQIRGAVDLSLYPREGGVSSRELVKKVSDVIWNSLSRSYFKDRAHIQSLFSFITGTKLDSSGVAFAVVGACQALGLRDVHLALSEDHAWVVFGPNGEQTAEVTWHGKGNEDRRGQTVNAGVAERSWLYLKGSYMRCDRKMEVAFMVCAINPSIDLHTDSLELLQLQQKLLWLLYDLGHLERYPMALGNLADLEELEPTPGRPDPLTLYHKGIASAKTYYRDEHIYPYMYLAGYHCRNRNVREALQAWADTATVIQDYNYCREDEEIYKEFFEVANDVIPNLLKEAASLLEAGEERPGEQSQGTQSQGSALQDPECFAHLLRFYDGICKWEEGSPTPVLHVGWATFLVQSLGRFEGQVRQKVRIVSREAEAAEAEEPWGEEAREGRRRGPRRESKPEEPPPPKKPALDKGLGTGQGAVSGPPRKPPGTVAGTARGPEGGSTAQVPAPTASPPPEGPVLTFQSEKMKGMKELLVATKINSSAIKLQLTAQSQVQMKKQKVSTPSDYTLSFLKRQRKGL
MBNL1 CUG block: blocks human MBNL1 binding to CUG repeat RNA. Potency, µM (highest dose often 57.5 µM), for inactives: at the highest dose activity change, negative = inhibition, actives largely listed as inhibitors. TR-FRET MBNL1-His/biotin-(CUG)12 binding, 665/545 ratio. hit rate 0.036% among 280,000; active means well fitted inhibition curve with a large enough effect in the signal ratio, with a control signal flat, not every such curve was filed as active; inconclusive means small, poorly fitted or top-dose-only effect, or effect the other way, or a change in a side signal; inactive means no such curve, though single readings can be large or run the other way; the % refers to the signal ratio; further: potency means the concentration at half of the fitted maximal effect; on the % scale 0 is the no-effect control and ±100 the full control effect
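Compounds (final 92 nM to 58 uM) are added to His-tagged MBNL1 and biotin-(CUG)12, then terbium anti-His antibody and streptavidin-XL665 (5 nM final). After 60 min at room temperature, the 665/545 nm ratio is read.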
FLuc counter: counter-screen for miR-21 project: firefly luciferase inhibitors or activators; Potency, µM (highest dose often 57.5 µM), for the others: at the top dose activity change, negative = inhibition, hits mostly inhibitors; purified FLuc, Km substrates, luminescence inhibition; AID 588342; hit rate 6.9% among 360,000;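 further: potency means the concentration at half of the fitted maximal effect; plate controls were vehicle for no effect and reference inhibitor for full effect; nearly all actives have a fitted effect of over 55% in size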
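Purified P. pyralis luciferase, 10 nM final, with Km-level 10 uM D-luciferin and 10 uM ATP in 50 mM Tris acetate pH 7.5, 10 mM Mg acetate, 0.01% Tween-20, 0.05% BSA; 6-point qHTS titration about 60 µM downward; luminescence read.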
RORgamma inh: inhibitors of mouse ROR gamma transcriptional activity; P51450; Drosophila S2 Gal4-RORgamma UAS-luciferase reporter, 20 h; Potency, µM (titrated, usually from 53.6 µM), without a hit: at the top dose activity change, negative = inhibition, usual class: inhibitors; hit rate 5.4% among 310,000; AID 2551; further: potency means the concentration at half of the fitted maximal effect; on the % scale 0 is the no-effect control and ±100 the full control effect; nearly all actives have a fitted effect of over 60% in size
Target sequence (P51450 whole entry, looked up, the tested form may be a part): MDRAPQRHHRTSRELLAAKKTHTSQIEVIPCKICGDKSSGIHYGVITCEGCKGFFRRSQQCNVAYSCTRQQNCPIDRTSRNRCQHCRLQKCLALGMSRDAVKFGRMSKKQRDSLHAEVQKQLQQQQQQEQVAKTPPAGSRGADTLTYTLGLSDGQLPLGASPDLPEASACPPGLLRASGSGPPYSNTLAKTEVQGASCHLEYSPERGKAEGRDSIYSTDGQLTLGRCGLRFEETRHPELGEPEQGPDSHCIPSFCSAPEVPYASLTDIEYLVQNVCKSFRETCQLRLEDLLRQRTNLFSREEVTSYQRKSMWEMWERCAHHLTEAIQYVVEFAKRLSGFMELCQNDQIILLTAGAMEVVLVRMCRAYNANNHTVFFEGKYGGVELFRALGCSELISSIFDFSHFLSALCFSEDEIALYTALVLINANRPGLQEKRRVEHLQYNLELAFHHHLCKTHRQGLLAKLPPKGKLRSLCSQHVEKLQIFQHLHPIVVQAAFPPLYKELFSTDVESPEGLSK
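Drosophila Schneider cells stably carrying a metallothionein-driven Gal4 DBD–ROR gamma fusion and a UAS-Photinus luciferase reporter were exposed to compound for 1 hr, then induced with copper sulfate (700 uM final) for 20 hr at ambient temperature before luminescence reading.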
PKM2 act: increases activity of human pyruvate kinase M2; Potency, µM (top dose mostly 57.5 µM), for inactives: at the top dose activation, most hits filed as activators; AID 1631; purified PKM2, Kinase-Glo ATP luminescence, activation; response scale: 0% is enzyme alone, no compound; hit rate 0.34% among 260,000; further: potency means the concentration at half of the fitted maximal effect; on the % scale 0 is the no-effect control and ±100 the full control effect; nearly all actives have a fitted effect of over 55% in size
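hPK-M2, >95% pure; 0.1 mM ADP / 0.5 mM PEP final; imidazole pH7.2 buffer w/ 7 mM MgCl2, 50 mM KCl; 1 h RT; Kinase-Glo lum. Intermediate enzyme activity for dual inhibitor/activator qHTS.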
Mito fusion yeast: inhibitors of mitochondrial division or activators of mitochondrial fusion. Potency, µM (doses to about 46.1 µM), inactives show top-dose growth rescue (activation), hits mostly activators. S. cerevisiae fusion-defective mutant growth rescue, CellTiterGlo 48 h. AID 485298. hit rate 0.23% among 320,000;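 further: potency means the concentration at half of the fitted maximal effect; % of control where 0% means no effect; nearly all actives have a fitted effect of over 45% in size; temperature-sensitive fusion mutants such as fzo1-1 at 37 °C on non-fermentable ethanol glycerol medium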
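Read-out: ATP-based luminescence (CellTiterGlo, 10 min ambient) reporting growth of fusion-defective ts yeast after 48 hours at 37C on glycerol/ethanol YPEG medium in the presence of compound.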
Gal4-VP16 FLuc: inhibits Gal4-VP16 luciferase reporter, ROR gamma counter-screen | hit rate 3.5% among 310,000 | Drosophila S2 Gal4-VP16 UAS-luciferase, luminescence, 20 h | Potency, µM (doses to about 53.6 µM), inactives show top-dose activity, negative = inhibition, actives largely listed as inhibitors;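 further: Gal4-VP16 expression switched on by copper sulfate through the metallothionein promoter; potency means the concentration at half of the fitted maximal effect; on the % scale 0 is the no-effect control and ±100 the full control effect; nearly all actives have a fitted effect of over 50% in size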
ELG1 repair inh: ELG1-dependent DNA repair inhibition | HEK293T ELG1-luciferase reporter, luminescence, 16 h; DNA damage induced by 5-fluorouridine | Potency, µM (titrated, usually from 46.1 µM), for the others: at the highest dose activity change, negative = inhibition, hits mostly inhibitors | hit rate 2.3% among 330,000; further: potency means the concentration at half of the fitted maximal effect; on the % scale 0 is the no-effect control and ±100 the full control effect; nearly all actives have a fitted effect of over 55% in size
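Cells (2,000 per well) received 5-fluorouridine plus test compound or DMSO and were incubated 16 hr at 37 °C, 5% CO2. Luciferase activity was read by luminescence 30 min after ONE-Glo addition; signal suppression marked inhibition of damage-induced ELG1 function.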
NPC1 promoter act: activators of NPC1 promoter. Potency, µM (highest dose often 9.22 µM), inactives show at the highest dose activation, usual class: activators. hit rate 2.4% among 320,000. Huh7 NPC1 promoter luciferase reporter, 24 h;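 further: potency means the concentration at half of the fitted maximal effect; % of control where 0% means no effect; nearly all actives have a fitted effect of over 60% in size; reporter is driven by a mutant NPC1 promoter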
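Huh7 cells stably carrying NPC1 promoter–luciferase, plated in Opti-MEM with 10% FBS for 2 h, were exposed to compound in DMSO for 24 h at 37 °C; luciferase reagent was added for 10 min and luminescence read.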
* hit, by the source's call; ? = inconclusive; / = no result given; & = joins results of further samples; [ ] = remark or other dose. Unless noted, the call rests on the fitted dose curve; in most records, active means well fitted curve in the direction sought with a large enough effect; inconclusive means small, poorly fitted or top-dose-only effect, or another doubt; inactive means no such curve, though single readings can be large; an effect the other way counts as inactive or inconclusive.

Every second line gives: KCNH2 3.1 block | Rab9 prom act | Menin-MLL TR inh | MBNL1 CUG block | FLuc counter | RORgamma inh | PKM2 act | Mito fusion yeast | Gal4-VP16 FLuc | ELG1 repair inh | NPC1 promoter act
(1) COc1ccc(/C=C/C(=O)Oc2cc(O)cc(O)c2)cc1
  15 | -1%[1.84 µM] | 40%[activator] | 18% | 15µM* | -16% | -2% | -8% | ? | -13% | -3%
(2) COc1ccc(C(=O)C[n+]2ccc3c(c2)nc(-c2ccc(OC)cc2OC)n3C)cc1
  14 | -3% | -17% | -8% | 1% | ? | 1% | 1% | -2% | ? | -5%
(3) Cn1c(SCc2ccccc2)nc(C(F)(F)F)cc1=O
  -31 | -5% | -5% | 3% | -7% | 2% | ? | -7% | -6% | 14% | -2%
(4) C=CCN1CCN(C(c2ccccc2OC)c2nnnn2C(C)(C)C)CC1 (stereo not given)
  5 | -4% | ? | -24% | 2% | 4% | 0% | 1% | -4% | 9% | -3%
(5) CC(C)=CCc1c(O)c(CC=C(C)C)c2c(c1O)C(=O)CC(c1ccc(O)cc1)O2 (stereo not given)
  -9 | 16% | ? | 11% | -11% | ? | -1% | 11% | -12% | 12% | 0%
(6) COc1ccc(S(=O)(=O)N(C)c2ccc(C(=O)NC3CCCC3)cc2)cc1
  -7 | -3% | 6% | -2% | 3% | 4% | 3% | -10% | 3% | ? | -4%
(7) Cc1cc(C(=O)N[C@H](c2ccccc2)[C@@]2(C)C[C@@H]2[C@@H](C)C(=O)Nc2ccc3ccccc3c2)n(C)n1
  -17 | -2% | 6%&32% | 5% | -14% | ? | 0%&0% | -13% | -15%&0% | ? | 0%
(8) O=C(CSc1ccc(Cl)cc1)Nc1ccccc1N1CCN(C(=O)c2ccc(Cl)cc2)CC1
  -41 | -3% | 1% | ? | -1% | 17% | 7% | ? | -12% | 23µM* | 1%
(9) CCOC(=O)c1c(-c2ccccc2)oc2ccc(OCC)cc12
  -3 | 0% | 5% | 6%[11.5 µM] | -1% | 2% | -5% | 24% | 3% | -7% | -8%
(10) CCC(C)C(=O)Nc1ccc([N+](=O)[O-])cc1OC (stereo not given)
  0 | -4% | 6% | ? | 0% | -22% | -3% | 2% | 5% | -4% | -1%
(11) COc1cc(C(=O)O/N=C2/C=CC(=O)C(C)=C2C)cc(OC)c1OC
  / | 17% | 8% | 9% | -1% | 3.5µM* | 3% | 0% | 4.5µM* | -2% | -3%
(12) COC(=O)c1sc(-c2cccs2)cc1N
  -10 | 27% | / | 56%[activator] | 12µM* | 9% | -5% | -3% | -5% | ? | ?
(13) C/C(=N\NC(=O)c1ccccc1O)c1cccc(NC(=O)c2ccccc2)c1
  4 | 11% | ? | 12% | 11µM* | ? | / | 10% | 4% | 8% | 25%
(14) O=C(Nc1ccc(Cl)cc1)Nc1ccc(Br)cn1
  24 | ? | 7% | -6% | -16% | 12% | / | -8% | -12% | ? | ?
(15) Cc1cccc(C(=O)O[C@@H]2[C@H](Cc3ccccc3)NS(=O)(=O)[C@H]3C[C@@H]4C=C[C@]23O4)c1
  15 | -4% | / | / | -2% | / | / | -4% | / | 12% | -3%

The final two entries of the part before come first, to join the parts:
Every second line gives: KCNH2 3.1 block | Rab9 prom act | Menin-MLL TR inh | MBNL1 CUG block | FLuc counter | RORgamma inh | PKM2 act | Mito fusion yeast | Gal4-VP16 FLuc | ELG1 repair inh | NPC1 promoter act
(14) O=C(Nc1ccc(Cl)cc1)Nc1ccc(Br)cn1
  24 | ? | 7% | -6% | -16% | 12% | / | -8% | -12% | ? | ?
(15) Cc1cccc(C(=O)O[C@@H]2[C@H](Cc3ccccc3)NS(=O)(=O)[C@H]3C[C@@H]4C=C[C@]23O4)c1
  15 | -4% | / | / | -2% | / | / | -4% | / | 12% | -3%
(16) COc1ccc(Cl)cc1NC(=O)c1cc(-c2ccc(C)cc2O)n[nH]1
  6 | 1% | / | / | -2% | 11% | 3% | 0% | -2% | 6% | -3%
(17) COc1ccc(NC(=O)N2CCC(Cc3ccccc3)CC2)cc1
  4 | 2% | ? | -2% | 15µM* | 23% | -3% | -3% | 5% | -12% | 2%
(18) CCOc1c(C)cnc2c1c(=O)n(Cc1ccc(Cl)cc1)c(=O)n2C
  -40 | 1% | -2% | 5% | 0% | -33% | 9% | ? | 0% | 4% | 1%
(19) CCCCOCC1CC(CC#CCN2CCCCC2)C(=O)O1 (stereo not given)
  5 | -3% | 10% | -6% | 2% | 0% | 2% | -9% | 1% | -6% | -7%
(20) Cc1cc(N2CCCC2)nc2ccc(NC(=S)NCCCOC(C)C)cc12
  -2 | -2% | -20% | -2% | -1% | 11µM* | 0% | 2% | ? | 3% | -4%
(21) CCOC(=O)c1c(NC(=O)c2ccoc2C)sc(C(=O)N(C)C)c1C
  7 | 12% | 18% | -5% | -1% | -15% | -21% | 3% | -1% | 7.3µM* | 0%
(22) CC(C)(C)C(=O)Oc1cc(N)n(S(=O)(=O)c2ccccc2)n1
  -5 | -5% | -6% | 1% | -13% | 3% | -11% | 1% | -27% | 6% | 0%
(23) CN(C)/C=N/C(=S)Nc1ccc(F)cc1
  6 | / | -4% | -7% | ? | 11µM* | 0% | -2% | ? | / | /
(24) Cc1cc(C)n(CC(C)NCc2c(C(=O)N3CCOCC3)nc3c(C)cccn23)n1 (stereo not given)
  -5 | 0% | / | -7% | 0% | -2% | 0% | 2% | -7% | 16% | -2%
(25) CN(C)S(=O)(=O)c1cc(NC(=O)C2=COCCO2)ccc1Cl
  16 | 1% | / | / | ? | / | / | 7% | / | 18% | -4%
(26) COc1ccc(CCNC(=O)c2nnn(CC(=O)Nc3ccccc3C)c2N)cc1OC
  18 | 1% | / | -15% | 2% | 1% | 4% | 1% | 3% | 4% | 0%
(27) COc1ccc(CNC(=O)CN2C(=O)COc3ccc(S(=O)(=O)N4CCCCC4)cc32)cc1
  0 | 0% | 0% | -2% | -11%&-4% | -1% | / | 3% | -2% | 0% | -1%
(28) COc1ccccc1OCC(=O)NNC(=O)CCCC(=O)NNC(=O)COc1ccccc1OC
  11 | -1% | -12% | 1% | 2% | -1%[1.91 µM] | 2% | 1% | -11% | 0% | 2%
(29) CN(C)c1ccc(/C=N/NC(=O)COc2ccccc2)cc1
  -2 | 20% | -12% | 8% | 19µM* | -1% | 3% | 6% | -2% | ? | 9%
(30) CCC(=O)Nc1nc(C)c(C(=O)NC2CCCCC2)s1
  -3 | -2% | -9% | -4% | 5% | 40% | 12% | -7% | -3% | -9% | -1%
(31) CCOC(=O)N1CCC(NC(=O)CSc2cc(=O)n(C)c3ccccc23)CC1
  11 | 4% | -13% | 4% | 3% | -9% | -4% | 1% | -5% | 7% | 1%
(32) NC(=O)c1cc[n+](Cc2ccccc2Cl)cc1
  22 | 4% | 17% | ? | 0% | -14% | 2% | -2% | 0% | ? | 7%
(33) CCc1ccc(C(=O)NNC(=O)c2cc(S(=O)(=O)N(C)C)ccc2N2CCCC2)cc1
  3 | 16% | / | 1% | 6% | 16% | -7% | -1% | -1% | 3% | -3%
(34) O=C1C2C3C=CC(C3)C2C(=O)N1CCc1ccccc1 (stereo not given)
  -8 | 3% | ? | -5% | 3% | 1% | 2% | 10% | -1% | 10% | 10%
(35) CC1(c2ccc(Cl)cc2)NC(=O)N(CC(=O)NC(=O)NCc2ccco2)C1=O (stereo not given)
  12 | ? | -15% | -3% | 4% | -11%[0.365 µM] | 1% | -2% | / | -4% | 1%
(36) CC(C)C(=O)C1=Cc2cccc([N+](=O)[O-])c2OC1N1CCOCC1 (stereo not given)
  25 | -5% | / | / | / | / | / | 4% | / | 19% | -4%
(37) CC(=O)Nc1ccc(OS(=O)(=O)c2ccc(C)cc2C)cc1
  1 | -2% | 25% | -4% | -21% | 3% | 5% | -3% | -8% | -11% | 0%

Screens as filed in PubChem BioAssay.

Some of the compounds tested; count on the stated rates, not on these rows.
